From PubChem BioAssay
Tau ThT inhib: blocks human tau fibril formation measured by thioflavin T; recombinant tau K18 P301L, heparin-induced fibrillization, ThT fluorescence; Potency, µM (doses to about 57.4 µM), for the others: at the top dose activity, negative = inhibition, actives largely listed as inhibitors; P10636; 270,000 tested, 2.1% active; also: nearly all actives have a fitted effect of over 55% in size
Target sequence (P10636 561-689 P618L limits assumed): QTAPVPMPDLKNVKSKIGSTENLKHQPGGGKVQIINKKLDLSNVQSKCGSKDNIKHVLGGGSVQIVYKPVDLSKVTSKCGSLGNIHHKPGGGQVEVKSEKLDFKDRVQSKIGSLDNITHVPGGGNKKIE
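K18 P301L tau (15 uM + 0.24 uM Alexa 594-tagged), heparin 20 uM, NaOAc pH 7, 6 h 37 C; ThT 30 uM, 1 h RT, ex 450/em 510 nm.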
GLA spleen mod: alpha-galactosidase A (human) modulation; P06280; human spleen homogenate, 4MU-alpha-Gal fluorescence, 40 min; Potency, µM (series often up to 80 µM), for inactives: top-dose activity change, negative = inhibition, hits mostly inhibitors; 240,000 tested, 0.008% active;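 also: 0% = enzyme with vehicle and -100% = no enzyme basal signal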
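Human spleen homogenate (1 ug) as enzyme source, 4-methylumbelliferyl-alpha-D-galactopyranoside 1 mM final, citrate/phosphate pH 5.0 with 0.01% Tween-20. Compounds 40 min at 37C, NaOH/glycine stop; fluorescence Ex 365/Em 440, Hill-fit AC50.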
TexasRed fluor: counter-screen for TRb-SRC2 inhibitors: fluorescence interference; 280,000 tested, 0.29% active; TRb/SRC2 Texas Red total fluorescence interference; Potency, µM (titrated, usually from 106 µM), inactives show at the top dose fluorescence change, negative = quenching; AID 1479; active = well fitted curve in either direction with a large enough effect; inconclusive = small, poorly fitted or top-dose-only effect
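Flags fluorescent or light-absorbing compounds by total fluorescence, S + 2P, at 555 nm excitation and 632 nm emission. Mixture: 20 nM Texas Red SRC2 peptide, 0.6 uM human TRb LBD, 1 uM T3, 5% DMSO; compound exposure 5 h at ambient temperature.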
Tau fluor counter: counter-screen for tau fibril formation inhibitors. AID 1463. Potency, µM (series often up to 57.7 µM), without a hit: at the highest dose activity change, negative = decrease. tau K18 P301L (four-repeat tau fragment) Alexa594 fluorescence, heparin fibrillization. 280,000 tested, 0.93% active; also: nearly all actives have a fitted effect of over 55% in size
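Human K18 P301L tau (15 uM unlabeled plus 0.24 uM Alexa 594-labeled, final) in 100 mM sodium acetate pH 7 was mixed with compound and 20 uM heparin and incubated 6 hr at 37 C.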
Tau FP inhib: tau fibrillization inhibition (FP); K18 P301L tau heparin fibrillization, Alexa594 FP, 6 h; Potency, µM (series often up to 57.7 µM), without a hit: at the top dose activity, negative = inhibition, hits mostly inhibitors; 280,000 tested, 0.39% active; AID 1468; also: nearly all actives have a fitted effect of over 55% in size
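Human tau K18 […] P301L fragment, 15 uM unlabeled plus 0.24 uM Alexa 594-labeled tau (final), with compound and 20 uM heparin in 100 mM sodium acetate pH 7; 6 hr at 37 C, then Alexa 594 FP read.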
L3MBTL1 block: L3MBTL1 (human) inhibition; AlphaScreen L3MBTL1–H3K9me1 peptide binding; 230,000 tested, 0.66% active; Q9Y468; Potency, µM (titrated, usually from 57.1 µM), without a hit: at the top dose activity, negative = inhibition, most hits filed as inhibitors; also: nearly all actives have a fitted effect of over 60% in size
Target sequence (Q9Y468 whole entry, looked up): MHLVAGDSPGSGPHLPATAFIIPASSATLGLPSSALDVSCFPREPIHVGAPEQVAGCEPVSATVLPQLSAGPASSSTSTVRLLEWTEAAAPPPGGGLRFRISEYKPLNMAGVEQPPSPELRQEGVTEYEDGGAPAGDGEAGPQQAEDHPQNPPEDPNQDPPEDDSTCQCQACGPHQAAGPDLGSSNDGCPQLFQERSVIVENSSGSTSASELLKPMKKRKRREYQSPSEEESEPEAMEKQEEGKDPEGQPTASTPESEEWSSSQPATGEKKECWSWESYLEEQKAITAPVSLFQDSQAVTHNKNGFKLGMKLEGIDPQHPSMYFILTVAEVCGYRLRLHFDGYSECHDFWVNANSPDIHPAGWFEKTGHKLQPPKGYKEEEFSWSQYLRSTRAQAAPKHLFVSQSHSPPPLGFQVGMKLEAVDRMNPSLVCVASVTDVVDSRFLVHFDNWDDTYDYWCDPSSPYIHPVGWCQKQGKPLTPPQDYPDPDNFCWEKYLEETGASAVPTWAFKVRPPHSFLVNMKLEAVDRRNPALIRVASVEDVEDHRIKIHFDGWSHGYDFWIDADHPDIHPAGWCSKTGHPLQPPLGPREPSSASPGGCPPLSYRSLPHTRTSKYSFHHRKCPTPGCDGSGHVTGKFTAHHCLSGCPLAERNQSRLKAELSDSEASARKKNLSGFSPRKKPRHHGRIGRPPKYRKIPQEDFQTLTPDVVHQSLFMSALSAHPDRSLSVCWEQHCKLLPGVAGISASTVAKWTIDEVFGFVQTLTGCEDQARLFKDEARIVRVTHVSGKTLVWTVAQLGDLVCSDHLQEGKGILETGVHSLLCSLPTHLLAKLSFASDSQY
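Displacement of a biotinylated histone H3(1-15) peptide monomethylated at Lys9 (75 nM) from L3MBTL1 (50 nM) was measured by AlphaScreen after a 30 min room-temperature compound incubation; cefsulodin titration served as intraplate control.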
ALDH1A1 block: ALDH1A1 (human) enzyme inhibition; 220,000 tested, 7.3% active; Purified ALDH1A1, NADH fluorescence, propionaldehyde substrate; Potency, µM (highest dose often 75.3 µM), for inactives: at the highest dose activity, negative = inhibition, usual class: inhibitors; active = well fitted inhibition curve with a large enough effect, not every such curve was filed as active; inconclusive = small, poorly fitted or top-dose-only effect, or another doubt; inactive = no such curve, though single readings can be large or run the other way;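 also: plate controls were no enzyme wells and a reference inhibitor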
TRb SRC2 PPI: disrupts binding of human TR beta to SRC2. P10828. TRbeta-SRC2 peptide binding, fluorescence polarization; receptor liganded with 1 µM T3. AID 1469. Potency, µM (highest dose often 106 µM), without a hit: at the highest dose activity change, negative = inhibition, usual class: inhibitors. 280,000 tested, 0.065% active;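 also: plate controls were bound peptide for no effect and peptide without receptor for full effect; nearly all actives have a fitted effect of over 50% in size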
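Polarization signal, normalized between peptide-alone and full complex controls, measured compound effects on T3-liganded human TRb LBD (0.6 uM) binding 20 nM Texas Red SRC2 peptide after 5 hr.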
The depositor's hits bear a star; ? = inconclusive; nt = no result given; & = joins results of further samples; [ ] = dose if it differs, or a comment. Unless noted, calls follow the shape of the dose curve; as a rule, active = well fitted curve in the direction sought with a large enough effect; inconclusive = small, poorly fitted or top-dose-only effect, or another doubt; inactive = no such curve, though single readings can be large; an effect the other way counts as inactive or inconclusive. Unless noted, % is scaled to controls: 0 for no effect and ±100 for the full control effect; potency is read from the fitted curve at half-maximal effect.

Values run as follows: TRb SRC2 PPI	Tau fluor counter	GLA spleen mod	Tau ThT inhib	L3MBTL1 block	Tau FP inhib	TexasRed fluor	ALDH1A1 block
> COc1ccc2c(c1OC)C(=O)N1N=C(c3ccc(-c4ccccc4)cc3)CC21 (stereo not given)
  9%	-2%	-7%	?	5%	-2%	-1%	?
> COc1ccccc1OCc1nnc(-c2ccccc2)o1
  -1%	-16%	nt	-8%	nt	-7%	-27%	nt
> Cc1cc(C)c(NC(=O)CSc2nc3c([nH]c4ccccc43)c(=O)n2C)c(C)c1
  -4%	-14%	nt	3%	nt	-4%	-1%	nt
> O=C(CCS(=O)(=O)c1cccc2nonc12)N1CC(=O)N(CCc2ccccc2)C(=O)C1
  -7%	5%	17%	5%	nt	9%	-1%	28µM*
> COc1ccc(CCNC(=O)c2ccc(CNc3c(N4CCOCC4)c(=O)c3=O)cc2)cc1OC
  -16%	-2%	-1%	-14%	-1%	-2%	2%	6%
> CCc1nccn1S(=O)(=O)c1ccc(OC)c(OC)c1
  9%	-7%	3%	-6%	nt	2%	0%	2%
> CC(=O)NNC(=O)c1[nH]c2ccc(Cl)cc2c1-c1ccccc1
  1%	?	2%	-6%	-3%	?	0%	nt
> CCOc1cc2c3c(c1)C1(OCCO1)C(=O)N3C(C)(C)CC2C (stereo not given)
  0%	-3%	3%	-7%	-9%	-2%	-5%	?
> Cc1ccc(/C=N/NC(=S)NC2CCS(=O)(=O)C2)cc1 (stereo not given)
  7%	-3%	3%	-8%	-2%	-2%	0%	-1%
> COc1cc(C(Nc2ccc3c(c2)OCO3)C(=O)NC2CCCCC2)cc(OC)c1OC (stereo not given)
  2%	-9%	0%	-10%	-10%[11.4 µM]	2%	-7%	0.63µM*
> O=c1oc2ccccc2c(Nc2ccc3ncccc3c2)c1[N+](=O)[O-]
  -3%	-24%	4%	?	-1%	-6%	1%	2%
> Cc1cc(OC(=O)C(c2ccccc2)c2ccccc2)c([N+](=O)[O-])c(=O)[nH]1
  -1%[53 µM]	16%	-2%	11%	3%	1%	-1%[53 µM]	-4%
> Cc1ccc(S(=O)(=O)N(C)Cc2nc(-c3ccccc3)oc2C)cc1
  -8%	-13%	nt	-15%	nt	5%	-1%	nt
> COC(=O)c1c(NC(=O)c2nc3ccccc3s2)sc2c1CC(C)(C)NC2(C)C
  -1%	-20%	0%	?	9%	-8%	-3%	?
> N#Cc1ccsc1NC(=O)CSc1nnc(-c2ccccc2)o1
  7%	-23%	5%	?	nt	-8%	-7%	-5%
> CCCn1c(SC(C)C(=O)O)nc2ccccc21 (stereo not given)
  -2%	-4%	-2%	-2%	nt	1%	-3%	?
> O=C(CCCO)N/N=C/c1cc(Br)ccc1O
  5%	-8%	9%	-9%	7%	-9%	-2%	-1%
> CCCNC(=O)Cc1cc(=O)[nH]c(=O)[nH]1
  6%	-4%	-1%	-16%	45%[activator]	-3%	-5%	0%
> Cc1nc(SCC(=O)N2CCN(C(=O)c3ccco3)CC2)c2c(C)c(C)sc2n1
  -2%	2%	-5%	?	2%	3%	0%	?
> CC1CCCC(C)N1C(=O)c1cc(-c2ccc(Cl)c(Cl)c2)on1 (stereo not given)
  0%	-8%	5%	-11%	10%	-1%	1%	-19%

Given in CSV form: entries from further up
compound,TRb SRC2 PPI,Tau fluor counter,GLA spleen mod,Tau ThT inhib,L3MBTL1 block,Tau FP inhib,TexasRed fluor,ALDH1A1 block
CC(=O)NNC(=O)c1[nH]c2ccc(Cl)cc2c1-c1ccccc1,1%,?,2%,-6%,-3%,?,0%,nt
CCOc1cc2c3c(c1)C1(OCCO1)C(=O)N3C(C)(C)CC2C (stereo not given),0%,-3%,3%,-7%,-9%,-2%,-5%,?

Later entries.
Values run as follows: TRb SRC2 PPI	Tau fluor counter	GLA spleen mod	Tau ThT inhib	L3MBTL1 block	Tau FP inhib	TexasRed fluor	ALDH1A1 block
> CC(C)(C)c1cc(NC(=O)CCl)n(-c2ccccc2)n1
  0%	9%	7%	-4%	nt	4%	0%	nt
> CCC(Sc1nnc(-c2ccc(C)c(Cl)c2)n1CC)C(=O)Nc1nccs1 (stereo not given)
  -9%	0%	-16%	-10%	-1%	3%	-1%	-9%
> Nc1cc2ccccc2oc1=O
  -7%	-3%	-3%	-7%	nt	6%	-3%	-9%
> COC(=O)c1ncn(C2OC(COC(C)=O)C(OC(C)=O)C2OC(C)=O)n1 (stereo not given)
  3%	1%	-1%	-2%	2%	-5%	2%	1%
> O=C(Cn1ncc2c(=O)oc3ccccc3c21)N1CCc2ccccc2C1
  0%	-7%	0%	-18%	-9%	-3%	-6%	-4%
> CCOc1ccc(S(=O)(=O)N2CCCCCC2)cc1
  -6%	-12%	-10%	-5%	nt	-8%	-4%	-3%
> CCn1c(SCC(=O)N/N=C(\C)c2ccco2)nnc1-c1ccccc1
  -2%	4%	-7%	-3%	0%	0%	1%	11µM*
> CCOc1ccc(C2Sc3ccccc3NC3=C2C(=O)OC3)cc1 (stereo not given)
  -3%	?	-4%	4%	-7%	?	-4%	5%
> Cc1cc(NC(=O)c2ccc(N(C)S(=O)(=O)c3ccccc3)cc2)no1
  -2%	-11%	-2%	-2%	-6%	-4%	2%	10%
> Cc1ccccc1NC(=S)NNC(=O)c1cccc(Br)c1
  -6%	-9%	-4%	?	-7%	6%	0%	?
> CCN(CC)S(=O)(=O)c1ccc(S(=O)(=O)Nc2ccc(C(=O)N3CCCC3)cc2)cc1
  5%	-15%	3%	-8%	nt	-4%	-3%	0.63µM*
> CC(=O)Nc1cccc(O)c1
  6%&0%	-2%	5%&0%	6%	6%	4%	-2%&0%	9%
> O=C(O)c1ccc2cccc(Cl)c2c1O
  9%	-7%	4%	-16%	nt	-1%	-5%	?
> CCOC(=O)N/N=C/C=C/c1ccccc1[N+](=O)[O-]
  6%	-7%	-8%	-10%	-2%	0%	1%	10µM*
> Brc1ccc(Oc2ncc(CN3CCOCC3)s2)cc1
  -16%	-3%	-2%	-8%	-4%	-13%	2%	-2%
> CC(C)=CCC1(CC=C(C)C)C(=O)C(C(=O)c2ccccc2)=C2OC(C)(C)CCC2(CC=C(C)C)C1=O (stereo not given)
  2%[11.2 µM]	-27%[11.6 µM]	-3%[17.5 µM]	-18%[11.5 µM]	nt	-10%[11.6 µM]	1%[11.2 µM]	10%[13.5 µM]
> CCOc1ccc(CN2CCN(Cc3cn(CC)nc3C)CC2CCO)cc1 (stereo not given)
  3%	-15%	5%	-14%	-12%	-12%	-4%	1%
> CNC(=O)NC(=O)COC(=O)c1n[nH]c2ccccc12
  1%	-4%	9%	-15%	-1%	-4%	-5%	0%
> COc1ccc(NC(=O)Nc2ccc(F)cc2)c(C)c1
  -4%	-14%	-5%	-9%	2%	1%	-1%	15%
> Cc1ccccc1Cn1ccc(NC(=O)c2cc3ncc(Br)cn3n2)n1
  -3%	-21%	-8%	-14%	-30%	1%	-4%	?
> CCn1cc2nc(SCc3cc(C)ccc3C)n(Cc3ccc(OC)cc3)c(=O)c2n1
  12%	-14%	nt	-5%	nt	-6%	-2%	nt
> O=C(O)CCNc1ccc2c(c1)OCCO2
  8%	-25%	2%	?	12%	?	-2%	?
> OCCN(CCO)c1ccc(C(c2ccccc2Cl)c2ccc(N(CCO)CCO)cc2Cl)c(Cl)c1
  2%	11µM*[quencher]	-9%	?	-11%	17%	-4%	2%
> CCOC(=O)C1CCN(C(=O)Cn2nc(C)n3c(cc4c(OC)cccc43)c2=O)CC1
  -4%	-12%	nt	-7%	nt	-8%	?	nt
> CCN(C(=O)CN1CCN(S(=O)(=O)c2cc(Cl)ccc2Cl)CC1)c1c(N)n(Cc2ccccc2)c(=O)[nH]c1=O
  -4%	1%	-15%	0%	6%	0%	-1%	5%
> O=C(COc1ccc(Br)cc1)N/N=C1/SCC(=O)N1Cc1ccccc1
  -1%	-28%	-1%	?	-12%	6%	0%	-2%
> O=C(Nc1ccc(N2CCCCC2)c(Cl)c1)c1cccnc1
  1%	?	3%	?	-2%	16%	-6%	?
> COc1ccccc1C1CC(=O)NC(SCC(=O)Nc2ccccc2)=C1C#N (stereo not given)
  7%	-14%	-1%	8%	-4%	-4%	4%	?
> Cc1ccccc1Cn1c(SCc2ccc(C(=O)NCCc3ccccc3)cc2)nc2ccncc21
  2%	-19%	nt	-6%	nt	2%	2%	nt
> Cc1c(NC(=O)c2cc([N+](=O)[O-])ccc2N2CCOCC2)cccc1-c1nc2ccccc2o1
  4%	?	nt	?	nt	5%	4%	nt
> O=C(COC(=O)CNS(=O)(=O)c1ccc(F)c(F)c1F)Nc1ccc(OC(F)F)cc1
  4%	-9%	7%	2%	10%	-5%	0%	-1%
> COc1cccc(C2(c3cccc(OC)c3)CC2C(=O)Nc2cccc3ccccc23)c1 (stereo not given)
  -2%	-11%	0%	-3%	5%	-2%	3%	3%
> O=C1C(=O)N(Cc2ccccc2)C(=O)N1CCOc1ccccc1
  -2%	-8%	1%	-1%	7%	-3%	2%	6%
> Cc1ccc(NC(=O)CN(C)C(=O)/C=C/c2cccs2)cc1
  4%	-3%	1%	-5%	10%	0%	2%	2%
> CCOc1ccc(/C=N/Nc2cc(C)nc(N3CCOCC3)n2)cc1
  10%	-28%	0%	?	-6%	?	-3%	nt
> COc1cc(N2C(=O)c3ccccc3C2=O)c(Cl)cc1C(=O)OCC(=O)N1CCOCC1
  1%	-2%	-4%	0%	-7%	5%	-1%	-4%
> CC(C)CC1NC(=O)N(CC(=O)N2CCN(S(=O)(=O)c3ccc(Cl)cc3)CC2)C1=O (stereo not given)
  -7%	6%	-2%	8%	-4%	6%	0%	6%
> CC(C)CCCC(C)C1CCC2C3CC(O)[C@@]4(O)CC(O)CC[C@@]4(C)C3CC[C@@]12C (stereo not given in full)
  -1%	-1%	6%	3%	nt	-4%	-1%	7%
> CCOc1ccc(NC(=O)Cn2c(=O)cc(C)c3c(C)nn(C)c32)cc1
  -1%	-2%	nt	-20%	nt	7%	-8%	nt
> COc1ccccc1C(=O)C1CCCN(C(=O)c2snnc2C)C1 (stereo not given)
  -10%	10%	-17%	11%	51%[activator]	-14%	-3%	-8%
> COc1ccccc1NC(=O)CSc1nnc(C)n1CC1CCCO1 (stereo not given)
  -1%	-3%	0%	-8%	4%	-1%	-6%	-10%
